Assay outcomes (PubChem BioAssay)
miR-122 sensor: blocks miR-122 activity in Huh7 sensor cells; Huh7 miR-122 Renilla luciferase sensor, 48 h; neutral wells = 0, positive control = 100; activation (reporter increase), % at 12.5 µM; 0.3% of 340,000 active;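 active = mean replicate activation score at least 90 and every replicate individually at or above 90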;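 note: higher luciferase means less miR-122 activity so hits act as miR-122 inhibitors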
ERAP1 HTS inh: inhibitors of human ERAP1 aminopeptidase; Q9NZ08; recombinant ERAP1, Leu-AMC fluorescence, 60 min; inhibition, % at 10.7 µM; 0.15% of 340,000 active;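 active = mean replicate inhibition of at least 30%, or all replicates individually reaching that 30% level; inactive = mean below 30% and not every replicate reaching it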;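 note: 0% = neutral control wells and 100% = L-leucinethiol positive control wells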
E-selectin induc: E-selectin induction on HUVECs; P16581; HUVEC E-selectin immunofluorescence imaging; normalized: neutral wells 0, TNF-alpha wells 100; activation, % at 7.58 µM; 0.37% of 260,000 active;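 active = mean E-selectin-positive cell signal at least 10% of the positive control, reached in at least 60% of replicates, without over 20% cell loss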;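 note: in these data hits start at about 27%; measured in HUVEC primary endothelial cells; signal is the percent of cells scored E-selectin positive by PE staining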
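Read-out: % PE-positive cells | Test system: HUVEC | Doses: One compound dose added by pin transfer | Buffer or medium: EGM-2 over gelatin coat | Signal: Immunofluorescence imaging | Benchmarks: TNF-alpha, DMSO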
RAD52 inh: blocks human RAD52 DNA annealing | P43351 | recombinant RAD52 DNA annealing, FRET fluorescence | inhibition, % at 18.7 µM | 0.46% of 360,000 active;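 active = every replicate showing at least 50% inhibition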
Target sequence (P43351 whole entry, looked up): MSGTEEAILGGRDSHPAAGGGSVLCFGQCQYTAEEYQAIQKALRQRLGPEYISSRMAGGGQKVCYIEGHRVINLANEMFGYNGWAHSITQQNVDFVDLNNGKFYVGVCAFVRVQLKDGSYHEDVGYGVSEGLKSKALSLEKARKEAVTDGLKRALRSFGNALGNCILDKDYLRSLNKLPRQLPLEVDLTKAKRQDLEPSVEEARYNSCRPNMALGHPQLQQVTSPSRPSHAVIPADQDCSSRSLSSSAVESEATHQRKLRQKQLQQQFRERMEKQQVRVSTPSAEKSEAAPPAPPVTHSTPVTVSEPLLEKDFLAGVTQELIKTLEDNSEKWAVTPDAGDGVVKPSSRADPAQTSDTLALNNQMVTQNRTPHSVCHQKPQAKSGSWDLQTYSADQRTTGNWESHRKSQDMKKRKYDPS
PGC1a acetyl inh: PGC1a acetylation modulation, inhibitor mode; inhibition, % at 15.6 µM; U2OS PGC1a acetylation, AlphaScreen anti-acetyl-lysine; with virally co-expressed GCN5 acetyltransferase; 0.17% of 350,000 active; AID 651687;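 active = every replicate shows inhibition of at least 40%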;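 note: 0% = neutral control wells and 100% = positive control wells; some results beyond the cut were filed as inactive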
* marks the source's active call; other numbers are inactive results; · = no result given. Only part of the results is shown; rates above refer to the full screens.

SMILES	miR-122 sensor	ERAP1 HTS inh	E-selectin induc	RAD52 inh	PGC1a acetyl inh
Cc1cccc(N2C(=O)NC(=O)/C(=C\c3ccc4c(c3)CCCN4Cc3ccccc3)C2=O)c1	0.5	·	·	·	·
CCC(=NCc1cccnc1)c1c(O)n(-c2ccc(C)cc2)c(=O)[nH]c1=O	·	·	·	-31.7	·
C=CCn1c(O)c(C=NCCCn2ccnc2)c(=O)[nH]c1=O	·	·	·	-42.8	·
CN(C)C(=O)Oc1cccc(NC(=O)c2ccccc2C(F)(F)F)c1	·	·	·	-8.7	·
CN1CCN(S(=O)(=O)c2ccc(Cl)nc2)CC1	·	·	-0.1	·	·
O=C(c1cc(C(=O)NCc2ccccc2)c(=O)n(Cc2ccccc2)c1)c1cc(Br)ccc1O	·	·	-0.4	·	·
COc1ccc(C(C)=O)cc1CC(C(=O)c1ccc(Br)cc1)N(C)C (stereo not drawn)	·	·	0.1	·	·
CN(C)C(=O)Oc1ccc(OCc2n(C)c3ccccc3[n+]2C)cc1	·	·	-0.6	·	·
COc1cccc(NP(=O)(Oc2ccccc2)Oc2ccccc2)c1	·	·	0.7	·	·
Cc1nn(Cc2ccccc2)c(Cl)c1C(=O)Nc1ccc(OC(F)(F)F)cc1	·	·	-0.3	·	·
C=CCn1c(O)c(C(C)=NCCC(c2ccccc2)c2ccccc2)c(=O)[nH]c1=O	·	·	-0.1	·	·
COc1ccc(C(c2c(O)c3ccccc3oc2=O)c2c(C)n(C)n(-c3ccccc3)c2=O)cc1 (stereo not drawn)	·	·	4.5	·	·
Cc1cc(/C=C2\C(=O)NC(=O)N(c3cccc(Br)c3)C2=O)c(C)n1C	·	·	-1.1	·	·
CC(=O)C1C2c3ccccc3O[C@@]1(C)N=c1s/c(=C/c3ccoc3)c(=O)n12 (stereo partly drawn)	·	·	0.1	·	·
CCc1ccc(-n2c(O)c(/C=N/NC(=O)c3ccncc3)c(=O)[nH]c2=O)cc1	·	·	0.0	·	·
O=C(CCNS(=O)(=O)c1ccccc1)Nc1ccc(Cl)cc1C(=O)c1ccccc1	·	·	5.0	·	·
Cc1cccc(OP(=O)(Nc2cccnc2)Oc2cccc(C)c2)c1	·	·	0.3	·	·
CCOC(=O)c1c(/N=C/c2c(O)n(-c3cccc(C)c3)c(=O)[nH]c2=O)sc2c1CCCC2	·	·	6.6	·	·
Cc1c(C(=O)N2CCC3(CC2)OCCO3)oc2ccc(S(=O)(=O)N3CCCCC3)cc12	·	·	-0.1	·	·
CCCCn1c(=O)c(C(=O)Nc2ccsc2C(=O)OC)c(O)c2ccccc21	·	·	13.5	·	·
CCCc1nnc(NC(=O)CCC(=O)N2CCN(CCOC(c3ccccc3)c3ccccc3)CC2)s1	·	·	1.7	·	·
Cc1sc2ncn(CC(=O)N3CCC4(CC3)OCCO4)c(=O)c2c1C	4.1	·	·	·	3.9
O=C(NCC(c1cccnc1)N1CCN(c2ccccc2F)CC1)Oc1ccccc1 (stereo not drawn)	1.6	·	·	·	2.0
Cc1ccc(Cn2c(C)c3cnn(CC(=O)N4CCC5(CC4)OCCO5)c(=O)c3c2C)cc1	-2.0	·	·	·	-1.6
O=C(c1ccco1)c1cn(Cc2ccccc2)c2ccccc12	-5.1	·	·	·	1.1
CN1CCC(OC(=O)Cc2ccccc2)CC1	-3.7	·	·	·	2.7
O=C(Cc1ccccc1)Oc1ccccc1N1C(=O)CCC1=O	0.8	·	·	·	-3.5
CC(C(N)=O)N1CC(c2ccc(Cl)cc2)CC1=O (stereo not drawn)	-3.7	·	·	·	0.7
CC(C)C12CN3CC(C(C)C)(CN(C1)C3c1cccnc1)C2=O (stereo not drawn)	-5.5	·	·	·	-37.6
COc1ccc(CCNCc2ccncc2)cc1	-0.8	·	·	·	-7.9
N=c1c2c(n(Cc3ccc(Cl)cc3Cl)c3c1CCC3)CCCC2	-9.7	·	·	·	-2.0
CC[N+](CC)(CC)CCCOC(=O)C(O)(c1ccccc1)C1CCCCC1 (stereo not drawn)	0.3	·	·	·	12.6
COc1cccc(-c2cc(C(F)(F)F)n3nc(C(=O)N4CCC5(CC4)OCCO5)cc3n2)c1	16.8	·	·	·	-7.3
COc1ccc(C(CC(=O)N2CCC3(CC2)OCCO3)NS(=O)(=O)c2ccc(C)cc2)cc1 (stereo not drawn)	-1.4	·	·	·	12.0
O=C(c1ccc(Cl)cc1)C12CN3CN(CN(C3)C1)C2	-3.0	·	·	·	2.4
Cc1cc(OC(=O)c2ccco2)c2c3c(c(=O)oc2c1)CCCC3	-1.5	·	·	·	1.4
CN1CCc2c(c(N3CCCCC3)nc3n[nH]c(N)c23)C1	-1.5	·	·	·	-1.2
Cc1nc2ccccc2c(=O)n1-c1ccccn1	7.6	·	·	·	5.1
Cn1c(O)c(C(c2ccccn2)c2c(O)n(C)c(=S)n(C)c2=O)c(=O)n(C)c1=S	-0.2	·	·	·	7.9
O=C1NC(=O)C(=Cc2ccccc2OCCOc2ccc([N+](=O)[O-])cc2)C(=O)N1	-5.8	·	·	·	12.0
O=c1cc(C(F)(F)F)c2cc3c4c(c2o1)CCCN4CCC3	-4.3	·	·	·	-9.0
CCn1cc(C(=O)c2cccs2)c2ccccc21	2.9	·	·	·	-4.1
O=C(COc1ccccc1)N1CCN(Cc2c[nH]c3ccccc23)CC1	-7.5	·	·	·	0.4
CCN1CCN(S(=O)(=O)c2ccc(Cl)nc2)CC1	0.6	·	·	·	3.6
CC12CN3CN(C1)CC(c1ccccc1)(C3)C2=O	-0.4	·	·	·	-0.1
O=[N+]([O-])c1ccc(NC2CCCC2)c2ccncc12	2.7	·	·	·	-1.4
O=C(N/N=C/c1c(O)n(Cc2ccccc2)c(=O)[nH]c1=O)c1ccccc1O	-3.0	·	1.7	·	·
O=c1[nH]c(=O)n(CCC2=CCCCC2)c(O)c1/C=N/N1CCOCC1	·	-0.5	·	-22.4	·
CCOc1ccc(N2C(=O)/C(=C\c3cccs3)C(=O)NC2=S)cc1	·	2.4	·	-179.7	·
Clc1ccc2nc3c(c(-c4ccccc4)c2c1)CNCC3	·	1.4	·	-2.6	·
Cc1ccsc1C(=O)C1CCCN(CCO)C1 (stereo not drawn)	·	3.2	·	-7.9	·
CCOc1ccc(N2C(=O)NC(=O)/C(=C\c3ccccc3[N+](=O)[O-])C2=O)cc1	·	1.8	·	-10.7	·
Cc1cccc(N2C(=O)NC(=O)/C(=C/c3ccc(N4CCOCC4)cc3)C2=O)c1	·	5.9	·	-54.3	·
Fc1ccc(C[n+]2c(-c3ccccc3)cc(-c3ccccc3)cc2-c2ccccc2)cc1	·	3.8	·	7.5	·
C=C1C(=O)O[C@H]2C[C@@H](C)[C@@H]3C=CC(=O)[C@@]3(C)C[C@H]12	·	0.4	·	-20.3	·
CCCC[N+]12CCC(CC1)C(=C(c1ccccc1)c1ccccc1)C2	·	9.6	·	9.1	·
CCc1cc(OC)c(CCN)cc1OC	·	-7.2	·	-6.4	·
CCCNS(=O)(=O)c1ccc(OCC(=O)N2CCN(Cc3ccc4c(c3)OCO4)CC2)c(C)c1	·	-6.3	·	-5.4	·
O=C(CSC1c2ccccc2-c2ccccc21)N/N=C/c1ccc(C(=O)O)cc1	·	-7.7	·	-4.3	·
Cc1ccccc1CN1CCN(C(=O)Cc2ccccc2)CC1	·	-6.8	·	0.1	·

The results go on.
SMILES	miR-122 sensor	ERAP1 HTS inh	E-selectin induc	RAD52 inh	PGC1a acetyl inh
CC(C)Sc1nnc(OC(=O)N(C)C)n1-c1ccccc1	·	-2.6	·	-8.5	·
Cc1nn(Cc2ccc(Cl)cc2Cl)c(Cl)c1C(=O)O	·	-4.4	·	-13.5	·
CN1CCN(/N=C/c2c(O)n(Cc3ccc(F)cc3)c(=O)[nH]c2=O)CC1	·	2.0	·	-14.2	·
CC(C)c1ccc(N=Cc2c(O)n(C3CC3)c(=S)[nH]c2=O)cc1	·	-2.3	·	-7.2	·
COC1CC=C2CCN3CCC4=C(CC(=O)OC4)C23C1 (stereo not drawn)	·	-4.1	·	-14.2	·
O=C1N=c2ccccc2=C/C1=C\c1c(O)[nH]c(=S)[nH]c1=O	·	10.7	·	-31.4	·
Cc1nn(Cc2ccccc2)c(Cl)c1C(=O)OCC(=O)Nc1cccc2ccccc12	·	2.2	·	-8.3	·
O=C1Nc2ccccc2Sc2ccccc21	·	4.5	·	-8.6	·
CN1C(=O)C(O)N=C(c2ccccc2)c2ccccc21 (stereo not drawn)	·	-0.5	·	0.3	·
Cc1ncc(CN2CCCC(C(=O)c3cccc(OC(C)C)c3)C2)s1 (stereo not drawn)	·	-6.4	·	-4.8	·
CN1CCN(C(=O)Cc2ccccc2)CC1	·	0.8	·	-11.0	·
COc1ccc(F)cc1C(=O)C1CCCN(Cc2cnc(C)s2)C1 (stereo not drawn)	·	1.2	·	-10.1	·
CN1C2CCC1CC(OC(=O)c1ccc([N+](=O)[O-])cc1)C2 (stereo not drawn)	·	4.3	·	-6.1	·
NC(=O)c1ccc(C(=O)Nc2ccc([As](=O)(O)O)cc2)cc1	·	1.0	·	-7.0	·
Clc1ccccc1CN1CCN(c2ccccc2Cl)CC1	·	-2.7	·	-13.3	·
COc1ccc(CNCC(=O)N2CCC3(CC2)OCCO3)cc1	·	5.0	·	-0.7	·
O=C1CCN(C(=O)C(Cl)Cl)N1	·	-2.7	·	-8.1	·
CC(C)n1c(=O)c(C=Nc2ccc(F)cc2)c(O)n(Cc2ccco2)c1=O	·	-0.8	·	-21.8	·
CCCOC(=O)C1C2c3ccccc3C(c3ccccc32)C1C(=O)O (stereo not drawn)	·	1.0	·	-4.7	·
O=C(CCC(=O)N1CCC2(CC1)OCCO2)Nc1nnc(C2CCCCC2)s1	·	-0.7	·	0.5	·
CNC1(c2ccc(F)cc2)CCCCC1	·	-2.5	·	-5.0	·
C=CCN1C[C@H](C)N(C(c2ccc(C(=O)N(CC)CC)cc2)c2cccc(OC)c2)CC1C (stereo partly drawn)	·	-4.1	·	-25.9	·
O=C(CNC(=O)c1ccc(Cl)cc1)Nc1ccc(Br)cc1C(=O)c1ccccc1	·	-2.1	·	-1.1	·
CN1C(=O)N(C)C(=O)C(CCc2ccncc2)(CCc2ccncc2)C1=O	·	2.6	·	-13.8	·
COc1ccccc1OP(=O)(Nc1cccnc1)Oc1ccccc1OC	·	1.1	·	1.3	·
O=C(O)CCn1cc(C=C2C(=O)NC(=S)NC2=O)c(-c2ccccc2)n1	·	8.4	·	-11.1	·
CN(C)C(Cc1ccccc1)C(=O)c1ccccc1 (stereo not drawn)	·	-0.6	·	-6.1	·
Cc1ccc(C(=O)O)cc1N=Nc1c(O)[nH]c(=O)[nH]c1=O	·	4.0	·	-17.6	·
CC(=Nc1ccc2c(c1)CCC2)c1c(O)n(-c2ccccc2)c(=O)[nH]c1=O	·	-7.3	·	-16.1	·
COC(=O)C1C(c2ccc(I)cc2)CC2CCC1N2C (stereo not drawn)	·	0.0	·	-9.2	·
COP(=O)(OC)OC=C(Cl)Cl	·	-2.8	·	-2.1	·
O=C1CN=C(c2ccc(F)cc2)c2oc3ccccc3c2N1	·	0.1	·	-8.8	·
